Compound activity from PubChem.
JMJD2A Tudor inh: qHTS Assay for Inhibitors of JMJD2A-Tudor Domain | AlphaScreen JMJD2A-Tudor / H3K4me3 peptide binding | AID 504339, 2011 | Potency, µM (highest dose often 114 µM), inactives show top-dose activity change, negative = inhibition, usual class: inhibitors | Lysine-specific demethylase 4A (Homo sapiens), O75164 | hit rate 4.4% among 390,000; further: on the % scale 0 is the no-effect control and ±100 the full control effect; nearly all actives have a fitted effect of over 50% in size
BLM helicase inh: qHTS Assay for Inhibitors of Bloom's syndrome helicase (BLM) | RecQ-like DNA helicase BLM (Homo sapiens), P54132 | recombinant BLM DNA unwinding, fluorescence dequenching | Potency, µM (series often up to 56.1 µM), inactives show at the top dose activity change, negative = inhibition, usual class: inhibitors | hit rate 0.2% among 350,000;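 further: plate controls were vehicle for no effect and no enzyme for full effect; nearly all actives have a fitted effect of over 35% in size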
Pol eta inh: qHTS for Inhibitors of Polymerase Eta; Potency, µM (top dose mostly 114 µM), for the others: at the highest dose activity change, negative = inhibition, hits mostly inhibitors; recombinant Pol eta, fluorescent DNA replication assay; hit rate 1.2% among 390,000; DNA polymerase eta (Homo sapiens), Q9Y253; AID 588591, 2011; further: on the % scale 0 is the no-effect control and ±100 the full control effect
Target sequence (Q9Y253 whole entry, looked up): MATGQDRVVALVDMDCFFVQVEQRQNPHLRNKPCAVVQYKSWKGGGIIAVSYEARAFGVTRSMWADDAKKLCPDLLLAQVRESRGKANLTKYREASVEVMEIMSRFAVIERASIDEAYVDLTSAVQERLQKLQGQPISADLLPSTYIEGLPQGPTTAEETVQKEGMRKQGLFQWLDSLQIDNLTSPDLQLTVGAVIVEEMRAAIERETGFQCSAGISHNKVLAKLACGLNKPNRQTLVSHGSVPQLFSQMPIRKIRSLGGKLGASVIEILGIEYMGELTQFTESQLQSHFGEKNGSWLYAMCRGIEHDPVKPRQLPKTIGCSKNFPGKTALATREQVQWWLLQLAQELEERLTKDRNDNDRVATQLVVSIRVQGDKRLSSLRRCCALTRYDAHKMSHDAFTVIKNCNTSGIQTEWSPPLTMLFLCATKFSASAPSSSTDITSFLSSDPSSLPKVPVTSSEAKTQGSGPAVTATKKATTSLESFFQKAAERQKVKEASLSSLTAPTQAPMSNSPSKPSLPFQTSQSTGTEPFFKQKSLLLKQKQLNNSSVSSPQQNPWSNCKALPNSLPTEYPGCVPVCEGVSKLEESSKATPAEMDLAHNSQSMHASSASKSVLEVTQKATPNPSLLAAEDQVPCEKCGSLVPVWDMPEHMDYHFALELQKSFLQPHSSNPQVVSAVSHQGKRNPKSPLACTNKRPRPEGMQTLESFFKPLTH
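Fluorescent replication assay: 50 nM final substrate added after a 15 min room-temperature compound preincubation with 10 nM enzyme. Signal taken at 0 min and again at 10 min.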
Pol beta inh: qHTS Assay for Inhibitors of DNA Polymerase Beta. hit rate 1.3% among 340,000. Pol beta primer extension/strand displacement, fluorescence kinetic. Potency, µM (titrated, usually from 114 µM), without a hit: top-dose activity change, negative = inhibition, most hits filed as inhibitors. P06746. AID 485314, 2010; further: on the % scale 0 is the no-effect control and ±100 the full control effect
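Curves were derived by four-parameter Hill fits of normalized qHTS data. The kinetic fluorescent primer-extension read was taken at 0 and 10 min after 50 nM substrate, following a 15 min room-temperature preincubation of 10 nM enzyme with compounds.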
G9a inh: qHTS Assay for Inhibitors of Histone Lysine Methyltransferase G9a | Histone-lysine N-methyltransferase EHMT2 (Homo sapiens), Q96KQ7 | G9a H3K9 monomethylation, AlphaScreen, 2 h | Potency, µM (titrated, usually from 102 µM), inactives show top-dose activity, negative = inhibition, hits mostly inhibitors | hit rate 8.8% among 350,000 | AID 504332, 2011; further: on the % scale 0 is the no-effect control and ±100 the full control effect; nearly all actives have a fitted effect of over 75% in size
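Chemiluminescent proximity detection of H3K9 monomethylation, read after 10 min bead incubation in the dark. Reaction: 20 nM G9a, 500 nM biotin-H3K9 peptide, 20 uM SAM cofactor, 2 h, room temperature, following 15 min enzyme-compound preincubation.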
APE1 inh: qHTS Assay for Inhibitors of the Human Apurinic/apyrimidinic Endonuclease 1 (APE1) | recombinant APE1, TAMRA/BHQ-2 abasic DNA cleavage fluorescence | hit rate 0.35% among 350,000 | Potency, µM (top dose mostly 65.8 µM), without a hit: top-dose activity change, negative = inhibition, hits mostly inhibitors | DNA repair nuclease/redox regulator APEX1 (Homo sapiens), P27695;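 further: plate controls were vehicle for no effect and reference inhibitor for full effect; nearly all actives have a fitted effect of over 55% in size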
Target sequence (P27695 whole entry, looked up): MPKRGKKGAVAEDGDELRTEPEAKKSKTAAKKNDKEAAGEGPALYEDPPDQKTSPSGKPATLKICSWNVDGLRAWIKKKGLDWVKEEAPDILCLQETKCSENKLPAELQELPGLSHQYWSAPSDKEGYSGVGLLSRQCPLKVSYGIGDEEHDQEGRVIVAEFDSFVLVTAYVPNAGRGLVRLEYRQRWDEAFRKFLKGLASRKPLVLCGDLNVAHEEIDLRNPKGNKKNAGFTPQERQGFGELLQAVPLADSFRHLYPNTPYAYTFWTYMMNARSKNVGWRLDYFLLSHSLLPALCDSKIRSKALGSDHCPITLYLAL
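Readout is kinetic fluorescence (ex 525, em 598 nm) from cleavage of 50 nM TAMRA/BHQ-2 THF abasic duplex by 0.75 nM APE1, compound added 15 min beforehand at RT.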
BAZ2B inh: qHTS Assay for Inhibitors of BAZ2B; Bromodomain adjacent to zinc finger domain protein 2B (Homo sapiens), Q9UIF8; AlphaScreen BAZ2B-H3K14Ac peptide displacement; Potency, µM (titrated, usually from 114 µM), inactives show at the highest dose activity change, negative = inhibition, most hits filed as inhibitors; hit rate 4.4% among 360,000; AID 504333, 2011; further: on the % scale 0 is the no-effect control and ±100 the full control effect; nearly all actives have a fitted effect of over 60% in size
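Multi-concentration screen (max 110 uM) measuring displacement of acetylated histone H3 peptide from BAZ2B by AlphaScreen, using 50 nM protein, 50 nM peptide and 10 ug/mL streptavidin donor plus Ni-chelate acceptor beads.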
Pol iota inh: qHTS for Inhibitors of Polymerase Iota; DNA polymerase iota (Homo sapiens), Q9UNA4; Pol iota fluorescent replication assay, 10 min; Potency, µM (doses to about 115 µM), inactives show at the top dose activity, negative = inhibition, most hits filed as inhibitors; hit rate 1% among 390,000; AID 588590, 2011
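Fluorescent replication assay read twice, at 0 min and 10 min after adding 50 nM (final) substrate. Enzyme (10 nM) and compounds were first incubated 15 min at room temperature; enzyme-free buffer wells were negative controls.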
POLK inh: qHTS for Inhibitors of Polymerase Kappa; purified Pol kappa, fluorescent DNA synthesis assay, 10 min; Potency, µM (titrated, usually from 107 µM), inactives show at the top dose activity, negative = inhibition, most hits filed as inhibitors; DNA polymerase kappa (Homo sapiens), Q9UBT6; hit rate 0.53% among 400,000; further: on the % scale 0 is the no-effect control and ±100 the full control effect
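Kinetic fluorescence readout at 0 and 10 min followed reaction start with substrate at 50 nM final. Beforehand, enzyme (10 nM Pol kappa) stood 15 min with compound at room temperature; buffer-only wells were negative controls.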
* hit, by the source's call; ? = inconclusive; · = no result given; [ ] = remark or other dose. The call rests on the fitted dose curve; in most records, active means well fitted curve in the direction sought with a large enough effect; inconclusive means small, poorly fitted or top-dose-only effect, or another doubt; inactive means no such curve, though single readings can be large; an effect the other way counts as inactive or inconclusive. Potency means the concentration at half of the fitted maximal effect. Not all compounds are listed. The share of hits here may be higher or lower than overall.

SMILES	JMJD2A Tudor inh	BLM helicase inh	Pol eta inh	Pol beta inh	G9a inh	APE1 inh	BAZ2B inh	Pol iota inh	POLK inh
CCOc1ccc(NC(=O)CSc2nc3c(c(=O)n2C)SC(C)C3)cc1 (stereo unspecified)	-14%	-2%	-23%	9%	-10%	4%	0%	19%	-3%
Cc1ocnc1C(=O)Nc1ccc(Cl)cc1	-21%	1%	-23%	1%	?	-2%	-14%	26%	-9%
Cc1cc(NC(=O)c2ccc(F)cc2)ccc1-c1cc2ccccc2oc1=O	-11%	-3%	-14%	2%	12%[59 µM]	·	0%	11%	8%
CCc1ccc(C2C(C#N)=C(N)Oc3cc(N)ccc32)cc1 (stereo unspecified)	-19%	-10%	-12%	-5%	?	-4%	?	-9%	-9%
O=C(CNC(=O)c1ccc(Cl)cc1Cl)OCc1cn2cc(Br)ccc2n1	2%	·	-20%	·	·	6%	·	5%	-1%
CCS(=O)(=O)c1ccc2c(c1)N(S(=O)(=O)c1ccc(OC)cc1)CC(C(=O)O)O2 (stereo unspecified)	-14%	2%	8%	?	65%[activator][59 µM]	3%	-36%[57.1 µM]	11%	-2%
COc1ccc(CNCCC(c2ccc3c(c2)OCO3)c2ccccc2OC)cc1 (stereo unspecified)	?	3%	-7%	26%	?	·	?	-16%	-3%
COC(=O)Cn1c(=O)cnc2ccccc21	-27%	-2%	-12%	17%	-29%	0%	4%	94%[activator]	18%
O=C(c1ccc(Cl)c(S(=O)(=O)NCc2ccco2)c1)N1CCN(c2ccc(F)cc2)CC1	-21%[11.4 µM]	-6%	-21%	-3%	?	-3%	?	?	-2%
N#Cc1c(/N=C/c2ccco2)sc2c1CCCCC2	-19%	-5%	-17%	-2%	?	-2%	35µM*	20%	-8%
CCOc1ccccc1NC(=O)/C(C#N)=C/c1c(C)nn(-c2ccccc2)c1Cl	45µM*	-12%	-9%	6%	2%[59 µM]	5%	-3%	85%[activator]	-4%
Cc1nnc(SCC(=O)c2c(N)n(Cc3ccccc3)c(=O)n(C)c2=O)n1C	-4%	-1%	-11%	21%	14%	16%	-11%	-10%	1%
COc1ccc(C(=O)c2oc3ccccc3c2NC(C)=O)cc1	8%[57.1 µM]	-1%	-17%	1%	10%[0.0925 µM]	-4%	8%	?	-6%
COc1ccc(NS(=O)(=O)c2cc(C(=O)O)ccc2C)cc1	-23%	4%	5%	4%	?	10%	?	-7%	-8%
Cc1cc(C)c(C=NNc2nc3c([nH]2)c(=O)n(C)c(=O)n3C)c(C)c1	-18%	·	-4%	·	·	·	·	-8%	0%
Cc1cc(C)cc(C(=O)N2CCCCCC2)c1	-2%	-4%	8%	-1%	-14%	4%	4%	30%	2%
C[C@@H](NC(=O)[C@@H]1Cc2ccccc2CN1C(=O)OC(C)(C)C)C(=O)NC1CCCC1	-27%	-1%	2%	9%	14%	-7%	-16%	8%	-7%
Cc1cc(=O)[nH]c(SC/C=C/c2ccccc2)n1	1%	-2%	-14%	-10%	7%[12.7 µM]	-2%	-4%	-3%	-2%
Cn1c2ccccc2c2nnc(SCC(N)=O)nc21	1%	3%	4%	44%	3%[2.33 µM]	-9%	13%	-26%	-13%
COc1ccc(-n2c(=O)[nH]cc(C(=O)Nc3ccccc3)c2=O)cc1	-13%	2%	-9%	0%	8%[59 µM]	-4%	12%	-36%	-1%
CCN(CC)Cc1oc(-c2ccccc2)cc1C(=O)O	56µM*	1%	4%	20%	·	1%	-6%	62%[activator]	-27%
CN(C)c1ccc(-c2cncnc2N(C)Cc2ccco2)cc1	·	-1%	·	·	9%[0.501 µM]	11%	·	·	-4%[60.1 µM]
Cc1ccc(-c2csc3ncnc(N4CCN(Cc5ccccc5)CC4)c23)cc1	?	-6%	-5%	17%	·	-10%	?	?	-16%
S=C(Nc1ccc(Br)cc1Cl)Nn1cnnc1	-18%	-7%	3%	21%	?	3%	?	13%	-21%
COc1ccc(Cn2cnc([N+](=O)[O-])c2)cc1[N+](=O)[O-]	-3%	-1%	-24%	17%	·	2%	-2%	31%[activator]	-9%
Next compounds follow:
SMILES	JMJD2A Tudor inh	BLM helicase inh	Pol eta inh	Pol beta inh	G9a inh	APE1 inh	BAZ2B inh	Pol iota inh	POLK inh
Cc1cc(C)n(-c2nc3ccccc3nc2N2CCN(S(=O)(=O)c3ccc4ccccc4c3)CC2)n1	7%	1%	-24%	6%	11%	8%	4%	35%[activator]	-8%
CCOC(=O)CSc1cccc2cccnc12	-9%	-11%	-4%	2%	0%[59 µM]	3%	-7%	4%	-22%
NS(=O)(=O)c1ccc(CNC(=O)/C=C/c2cccc([N+](=O)[O-])c2)cc1	-7%	-2%	9%	26%	-2%	-8%	-1%	17%	-5%
CC(C)c1ccc(C2NC(=S)NC3=C2C(=O)CC(C)(C)C3)cc1 (stereo unspecified)	8%	-5%	-22%	2%	5%	-9%	-9%	5%	4%
COc1n[nH]c(C(=O)Nc2nc3ccccc3s2)c1[N+](=O)[O-]	-28%	0%	?	-2%	14µM*	-3%	56µM*	?	-12%
Cc1ccc(/C=C/C(=O)OCn2nnc3ccccc3c2=O)o1	-3%	-3%	-10%	7%	?	-2%	-34%	15%	-5%
O=C1CC(c2ccsc2)c2ccc3ccccc3c2N1 (stereo unspecified)	-14%	-7%	-11%	43%	·	26%	-7%	18%	-12%
O=C1c2ccccc2S(=O)(=O)N1CC1CC(c2ccccc2Cl)=NO1 (stereo unspecified)	-4%	-2%	-10%	-12%	-9%	7%	-5%	-20%	-6%
CC1CN(C(=O)CCC(=O)NCc2ccc(F)cc2)c2cc(Cl)ccc2O1 (stereo unspecified)	-14%	-7%	6%	-4%	-20%[59 µM]	·	-19%	0%	10%
CS(=O)(=O)NN1C(=O)c2ccccc2NC1c1cccc(O)c1 (stereo unspecified)	8%	1%	-11%	31%	-31%	-3%	13%	70%[activator]	2%
O=C1NCCC/C1=N/Nc1cc(F)ccc1F	-17%	-1%	-7%	0%	-15%	3%	-14%	8%	12%
O=C(C[C@@H]1C/C=C\C[C@@H](NC(=O)OCC2c3ccccc3-c3ccccc32)C(=O)OC[C@@H](Cc2ccccc2)NC1=O)NCCO	?	·	7%	·	·	-1%	·	-21%	-2%
O=C(CCc1nc(-c2cccs2)no1)Nc1ccccc1[N+](=O)[O-]	-20%	-2%	-14%	-4%	?	·	?	11%	1%
C=CCCC1CN(Cc2ccco2)S(=O)(=O)c2c(F)cccc2O1 (stereo unspecified)	-29%	·	?	·	·	·	·	?	-42%
S=C(NCc1ccco1)NC1CCCc2ccccc21 (stereo unspecified)	-29%	-5%	-6%	-3%	?	-8%	-27%	4%	-19%
Cc1ccnc(NS(=O)(=O)c2ccc(NC(=O)Cc3ccc(Br)cc3)cc2)n1	-18%	-2%	-2%	3%	7%	2%	1%	?	-19%
C=CCn1c(=O)c2ccccc2n2c(SCC(=O)c3ccccc3)nnc12	-11%[11.4 µM]	1%	-9%	17%	22µM*	?	1%	?	-1%
COc1ccc(CCn2c(=N)c(C(=O)NC3CCCCC3)cc3c(=O)n4ccccc4nc32)cc1	8%	-3%	-12%	4%	3%[0.0925 µM]	-16%	-17%	13%	6%
COc1ccc([C@@H]2[C@@H]3C(=O)N(C(C)(C)C)C(=O)[C@@H]3[C@]3(Cc4ccccc4)C(=O)N(c4ccc(OC)cc4)C(=O)N23)cc1	-1%	·	-8%	·	8%[2.33 µM]	33%	-3%	?	7%
CC(=O)Nc1ccc(S(=O)(=O)N2CCN(c3cc(C)nc4ncnn34)CC2)cc1	-11%	-2%	-13%	?	?	1%	-16%	111%[activator]	-9%
COc1ccc(C(=O)NCC2(N3CCCCC3)CCCCC2)cc1S(=O)(=O)N(C)C	-4%	-1%	-19%	-25%	?	40%	1%	-2%	-3%
CCCC(c1nnnn1Cc1ccc(OC)cc1)N1CCN(c2ccccc2)CC1 (stereo unspecified)	18%[11.4 µM]	-12%	-22%	-2%	-5%[12.7 µM]	1%	-33%	-17%	-10%
CCOC(=O)c1nc[nH]c1C	4%	-3%	-6%	5%	?	-1%	2%	14%	1%
COc1ccc(C(c2c(O)cc(C)oc2=O)c2c(O)cc(C)oc2=O)cc1	-11%	-1%	-10%	-1%	-13%[59 µM]	2%	-5%	-9%[58.9 µM]	-5%
CC12COC3(C(=O)Nc4ccccc4F)CC1CCC32C (stereo unspecified)	19%	-3%	-2%	16%	20%[59 µM]	-8%	5%	-23%	-10%
Cc1nc2ccccc2n1CCc1nc2c3ccccc3nc(SCc3ccc(F)cc3)n2n1	-9%	-2%	-13%	1%	5%[59 µM]	·	-1%	-16%	-14%[60.1 µM]
COc1ccc(NC(=O)C2CSC3c4ccccc4C(=O)N23)cc1 (stereo unspecified)	-19%	-5%	4%	20%	28µM*	9%	?	2%	-8%

Given with each value named: entries from further up.
COc1ccc(C(=O)NCC2(N3CCCCC3)CCCCC2)cc1S(=O)(=O)N(C)C
  JMJD2A Tudor inh: -4%; BLM helicase inh: -1%; Pol eta inh: -19%; Pol beta inh: -25%; G9a inh: ?; APE1 inh: 40%; BAZ2B inh: 1%; Pol iota inh: -2%; POLK inh: -3%
CCCC(c1nnnn1Cc1ccc(OC)cc1)N1CCN(c2ccccc2)CC1 (stereo unspecified)
  JMJD2A Tudor inh: 18%[11.4 µM]; BLM helicase inh: -12%; Pol eta inh: -22%; Pol beta inh: -2%; G9a inh: -5%[12.7 µM]; APE1 inh: 1%; BAZ2B inh: -33%; Pol iota inh: -17%; POLK inh: -10%
CCOC(=O)c1nc[nH]c1C
  JMJD2A Tudor inh: 4%; BLM helicase inh: -3%; Pol eta inh: -6%; Pol beta inh: 5%; G9a inh: ?; APE1 inh: -1%; BAZ2B inh: 2%; Pol iota inh: 14%; POLK inh: 1%
